# Rev-erbA mod: modulators of Rev-erb alpha DNA binding, primary screen, biochemical, FITC-DNA, fluorescence polarization, uHTS; Nuclear receptor subfamily 1 group D member 1 (Homo sapiens), P20393; Rev-erbα–FITC-DNA binding, 90 min; activity, % at 10 µM; actives 0.79% (n = 370,000); AID 1259318, 2017;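 active = activity above about 14%, limit read from the data; passing the limit was not always enough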;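 note: 0% = DMSO wells with 35 nM protein and 100% = DMSO wells with 750 nM protein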
# Target sequence (P20393 whole entry, looked up): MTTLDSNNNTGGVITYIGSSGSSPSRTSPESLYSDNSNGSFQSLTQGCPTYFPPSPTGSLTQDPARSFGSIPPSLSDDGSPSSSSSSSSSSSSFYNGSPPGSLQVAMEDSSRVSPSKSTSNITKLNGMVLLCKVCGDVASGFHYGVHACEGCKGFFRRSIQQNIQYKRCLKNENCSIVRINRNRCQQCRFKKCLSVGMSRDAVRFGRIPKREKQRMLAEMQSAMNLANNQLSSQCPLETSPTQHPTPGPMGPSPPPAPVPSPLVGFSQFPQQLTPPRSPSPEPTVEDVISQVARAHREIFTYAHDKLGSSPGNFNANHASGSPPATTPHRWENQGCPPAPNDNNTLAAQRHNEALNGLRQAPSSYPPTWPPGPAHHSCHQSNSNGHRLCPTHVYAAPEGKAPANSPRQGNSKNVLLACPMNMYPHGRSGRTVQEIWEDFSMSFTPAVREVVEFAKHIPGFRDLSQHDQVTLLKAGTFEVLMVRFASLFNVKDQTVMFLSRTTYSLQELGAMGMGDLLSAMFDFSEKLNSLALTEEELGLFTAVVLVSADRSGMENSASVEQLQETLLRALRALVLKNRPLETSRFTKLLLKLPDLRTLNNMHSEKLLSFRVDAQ
# MBD2 inh: inhibitors of MBD2 binding to methylated DNA, primary screen, biochemical, TR-FRET, DNA-binding domain, human | Methyl-CpG-binding domain protein 2 (Homo sapiens), Q9UBB5 | MBD2 binding to methylated oligonucleotide | inhibition, % at 4.4 µM | actives 0.31% (n = 370,000) | AID 686964, 2013; in the data active = inhibition above about 13%
# TCR CD3 inh: inhibitors of human TCR-CD3 interaction, primary screen, biochemical, fluorescence, TAMRA-labeled TCR probe. T-cell receptor (TCR). inhibition, % at 9.4 µM. actives 0.37% (n = 360,000). AID 651800, 2012; in the data active = inhibition above about 19%;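 note: recombinant mutant TCR 2C K166C tagged with TAMRA read by polarization; 0% = receptor in buffer alone and 100% = receptor with positive control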
# mABHD4 FP: ABHD4 inhibitors, primary screen, biochemical, fluorescence polarization, mouse | purified mABHD4, FP-Rh probe fluorescence polarization | AID 720543, 2013 | actives 0.54% (n = 370,000) | inhibition, % at 8.92 µM | (Lyso)-N-acylphosphatidylethanolamine lipase (Mus musculus), Q8VD66;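 active = inhibition exceeding the mean over every tested compound plus 3 SD, cut at about 30% in these data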;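 note: 0% = plate median of compound wells and 100% = S159A mutant with DMSO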
#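 Assay system: mABHD4 protein; medium: HEPES pH 7.0, NaCl, Pluronic buffer; dosing: 8.92 µM, single dose; schedule: 45 min + 60 min at 25 °C; signal: FP readout, ex 525 nm / em 598 nm; read-out: normalized percent inhibition of probe labeling; repeats: single replicate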
# PRMT1 FP inh: PRMT1 methyltransferase inhibitors, primary screen, biochemical, fluorescence polarization | inhibition, % at 2.79 µM | recombinant PRMT1, activity-based probe fluorescence polarization | actives 1.3% (n = 370,000) | Protein arginine N-methyltransferase 1 (Homo sapiens), Q99873;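 active = inhibition above about 21% made by adding two undisclosed values, limit read from the data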
# LEDGF integ inh: blockers of LEDGF/p75-dependent integrase strand transfer – biochemical, TR-FRET, high throughput, primary screen | TR-FRET IN-LEDGF/p75 DNA integration, Eu/Cy5 | inhibition, % at 3.7 µM | AID 743269, 2014 | actives 0.64% (n = 370,000);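 active = inhibition above the screen-wide mean plus 3 SD, cut at about 13% in these data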;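 note: signal is the Cy5 over europium emission ratio at 671 and 618 nm; 0% = plate median of compound wells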
# HTRA1 inhibitor: HTRA1 serine protease inhibitors, primary screen, biochemical, fluorescence polarization, HTS; Q92743; recombinant HTRA1, FP-rhodamine activity-based probe; inhibition, % at 5.96 µM; actives 0.5% (n = 340,000); in the data active = inhibition above about 36%;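 note: 0% = enzyme with DMSO and 100% = wells lacking enzyme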
# Target sequence (Q92743 whole entry, looked up): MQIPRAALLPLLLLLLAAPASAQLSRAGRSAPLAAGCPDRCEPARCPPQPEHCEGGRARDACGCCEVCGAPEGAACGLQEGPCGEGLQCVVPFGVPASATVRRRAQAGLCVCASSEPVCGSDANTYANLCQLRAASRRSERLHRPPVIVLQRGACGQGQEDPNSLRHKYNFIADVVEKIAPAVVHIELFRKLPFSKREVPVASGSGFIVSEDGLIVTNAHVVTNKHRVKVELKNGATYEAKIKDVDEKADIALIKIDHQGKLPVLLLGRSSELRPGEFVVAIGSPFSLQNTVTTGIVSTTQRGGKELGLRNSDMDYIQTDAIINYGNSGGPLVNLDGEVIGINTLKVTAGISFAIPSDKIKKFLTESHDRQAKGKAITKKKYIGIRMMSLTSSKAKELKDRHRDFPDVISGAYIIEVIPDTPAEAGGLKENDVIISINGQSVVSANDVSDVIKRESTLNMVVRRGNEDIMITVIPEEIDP
# UHRF1 MBD2 ctr: UHRF1 methylated DNA binding inhibitors, primary screen, counter-screen for MBD2 inhibitor project, biochemical, TR-FRET, human UHRF1, single concentration | UHRF1 binding to methylated oligo | E3 ubiquitin-protein ligase UHRF1 (Homo sapiens), Q96T88 | actives 0.75% (n = 370,000) | AID 687016, 2013 | inhibition, % at 4.4 µM; in the data active = inhibition above about 21%;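 note: UHRF1 SRA domain binding a hemimethylated CpG hairpin DNA probe; 0% = median of test compound wells and 100% = reference inhibitor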
# PG9 binder: binders of HIV-1 gp120 antibody PG9, primary screen, biochemical, TR-FRET; TR-FRET gp120-PG9 antibody binding; actives 0.43% (n = 360,000); HIV-1 gp120 / PG9 antibody interaction; inhibition, % at 6.7 µM; in the data active = inhibition above about 8.5%
# rCAG RNA binder: binders of r(CAG) RNA repeats, primary screen, biochemical, fluorescence; r(CAG) RNA repeat, TO-PRO-1 dye displacement fluorescence; inhibition, % at 3 µM; actives 1.3% (n = 370,000); AID 651821, 2012;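 active = inhibition above the plate cutoff, the mean of all test compounds on that plate plus 3 SD, cut at about 35% in these data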;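 note: 0% = DMSO alone and 100% = 100 µM mitoxantrone as full dye displacement; higher means more dye released from RNA so lower well fluorescence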
# Numbers without * were called inactive; / = no result given. Only part of the results is shown; the hit share may differ from the screen's.
SMILES,Rev-erbA mod,MBD2 inh,TCR CD3 inh,mABHD4 FP,PRMT1 FP inh,LEDGF integ inh,HTRA1 inhibitor,UHRF1 MBD2 ctr,PG9 binder,rCAG RNA binder
O=c1c(-c2ccccc2)coc2c(CN3CCOCC3)c(O)ccc12,-2,1,-5,4,-1,1,0,-1,1.1,3
Cc1ccc(C)c(NC(=O)CSc2nc(=O)n(CCN3CCOCC3)c3c2CCCC3)c1,-2,1,0,-3,0,2,5,0,-0.6,-7
Cc1ccc(CCNC(=O)C2CCCN(C(=O)N(C)C)C2)cc1 (stereo not given),1,2,6,2,0,1,-3,10,-0.6,-3
Cc1c(Cl)cccc1NC(=S)NCc1cccn1C,3,0,-4,-3,4,-2,-5,4,0.5,6
O=C(O)c1cc(-c2ccccc2)n(-c2ccc(F)cc2)n1,-4,2,0,2,5,-6,13,4,-1.0,1
Cc1ccccc1OCCCCCNCCO,-3,6,-5,7,3,-2,10,4,-0.7,-4
O=C(Nc1ccc(S(=O)(=O)N2CCCCC2)cc1)C1CC(=O)N(c2ccc(F)cc2)C1 (stereo not given),3,1,8,0,-1,0,-7,1,-1.1,8
C[C@@H]1CN([C@H](C)CO)C(=O)CCCn2nncc2CO[C@H]1CN(C)S(C)(=O)=O,6,6,-7,-15,11,-5,3,2,-2.2,1
O=c1oc2c(CN3CCCCC3)c(O)ccc2c2c1CCCCC2,-3,3,-2,-1,-2,-3,5,-1,1.7,-6
O=C(NC1CCCC1)C(c1ccccc1)N(C(=O)c1csnn1)c1ccccc1F (stereo not given),-6,1,-2,-6,-3,7,-6,4,-0.8,1
COCCNC(=S)N(CCO)Cc1cc2cc3c(cc2[nH]c1=O)OCO3,3,-5,-7,4,20,9,3,2,-1.9,2
O=C(CC1SC(=O)NC1=O)Oc1ccc(/C=N/NC(=O)c2ccccc2O)cc1 (stereo not given),2,1,32*,6,5,7,10,1,-0.7,9

# Taken from above.
# `Cc1ccc(C)c(NC(=O)CSc2nc(=O)n(CCN3CCOCC3)c3c2CCCC3)c1` in UHRF1 MBD2 ctr → 0
# `Cc1ccccc1OCCCCCNCCO` in rCAG RNA binder → -4
# `O=c1c(-c2ccccc2)coc2c(CN3CCOCC3)c(O)ccc12` in Rev-erbA mod → -2
# `C[C@@H]1CN([C@H](C)CO)C(=O)CCCn2nncc2CO[C@H]1CN(C)S(C)(=O)=O` in TCR CD3 inh → -7
# `COCCNC(=S)N(CCO)Cc1cc2cc3c(cc2[nH]c1=O)OCO3` in mABHD4 FP → 4
# `O=c1oc2c(CN3CCCCC3)c(O)ccc2c2c1CCCCC2` in PG9 binder → 1.7

# Later entries:
SMILES,Rev-erbA mod,MBD2 inh,TCR CD3 inh,mABHD4 FP,PRMT1 FP inh,LEDGF integ inh,HTRA1 inhibitor,UHRF1 MBD2 ctr,PG9 binder,rCAG RNA binder
N/C(=N\OCC(=O)Nc1ccc(F)c(Cl)c1)c1ccccc1,2,-4,-1,-10,-2,2,-2,-1,0.1,1
C=CCOc1ccc(C(=O)Nc2ccc3c(c2)n(C)c(=O)n3C)cc1,8,5,2,5,0,3,-10,-1,1.1,1
Cn1c(NNC(=O)/C=C/c2ccc3c(c2)OCO3)cc(=O)n(C)c1=O,4,1,3,-3,-1,0,8,-6,-3.2,2
Cc1cc2nc(SCCOC(=O)Nc3ccccc3)nc(C)c2cc1C,-7,3,4,-26,-2,-4,-74,1,-0.1,2
CCCS(=O)(=O)NC(=O)C1(C)CCN(C(=O)Cc2ccc3ccccc3c2)C1 (stereo not given),6,9,-4,-6,0,2,/,3,-1.2,0
O=C(CSc1nnc(-c2ccc3c(c2)OCO3)n1-c1ccccc1)c1ccccc1,25*,2,6,-3,-3,3,-7,0,-0.6,2
CC1CC(C)CN(C(=O)c2ccc(CSc3nc4ccncc4[nH]3)cc2)C1 (stereo not given),3,-9,-6,-7,-3,1,7,34*,0.5,2
O=C(O)CCC(=O)N(Cc1cccnc1)Cc1cccc(F)c1,1,-8,8,-13,-2,6,5,1,-2.8,3
Cc1oncc1C(=O)Nc1cccc2ccccc12,7,-1,0,-3,8,-12,-1,1,-0.6,-2
COc1ccc(OCCSc2nnc(-c3ccoc3C)n2C)cc1,4,1,-5,-1,2,-7,-1,0,0.5,-6
O=c1[nH]nc(Cc2ncc(C(F)(F)F)cc2Cl)c2ccccc12,6,2,1,9,-2,-2,4,-1,-1.3,1
CCn1nc(C(=O)Nc2ccccc2C)c(Cl)c1Cl,2,3,6,1,0,2,-6,16,-2.5,0
COC(=O)N=Nc1c(O)n(Cc2ccccc2)c2ccccc12,6,0,-4,2,5,-2,-4,-3,0.4,1
CC1OC(OC2C(CO)OC(OCC3OC(OC(=O)[C@@]45CCC(C)(C)C[C@@H]4C4=CC[C@@H]6[C@@]7(C)CCC(OC8OCC(O)C(O)C8OC8OC(C)C(O)C(O)C8O)[C@@](C)(CO)C7CC[C@@]6(C)[C@]4(C)CC5)C(O)C(O)C3O)C(O)C2O)C(O)C(O)C1O (stereo not given in full),0,1,1,-5,-4,0,3,0,-2.1,2
CC(OC(=O)CC(NC(=O)c1ccccc1Cl)c1ccccc1)C(=O)Nc1cccc(Cl)c1Cl (stereo not given),1,1,-2,-14,1,-2,-28,4,-0.4,-1
O=C(c1cnn(C(=O)c2cccc(S(=O)(=O)N3CCOCC3)c2)c1)c1ccccc1O,-3,-1,3,-3,0,0,2,-2,-1.7,2
COc1ccc(-c2c(C(C)=O)c(C)nc3sc4c(=N)n(N)cnc4c23)cc1,0,0,-3,-7,1,1,0,1,-0.5,6
CCCCNC(=O)C1CCN(S(=O)(=O)N2CCCCCC2)CC1,-1,-3,6,2,0,-1,0,0,1.9,-7
Cc1ccc(CNC(C)(C)CO)cc1,0,1,5,1,1,-3,-5,1,-2.3,2
Cc1cc(SCC(=O)Nc2ccc3[nH]c(=O)[nH]c3c2)nc2ccccc12,-29,9,-6,-8,7,-1,1,-1,2.0,5
CCc1cc2c(nc1CC)CCCN2S(=O)(=O)c1c(C)noc1C,-3,5,-5,11,3,-1,/,2,-0.9,1
Cc1cc(NC(=O)c2cc(C(C)C)on2)nn1Cc1ccc(Cl)cc1,-2,-3,6,-3,-4,4,-39,-1,-1.1,1
Cn1c(NC(=O)c2ccc3c(c2)OCO3)cc(=O)n(C)c1=O,0,-1,0,2,-5,2,4,2,0.3,5
CCN1CCN(C(c2cccs2)C(C)NC(=O)C(C)C)CC1 (stereo not given),1,-3,-2,-3,0,3,2,6,-1.4,1

# In another format: results already given.
# Values in the order – Rev-erbA mod	MBD2 inh	TCR CD3 inh	mABHD4 FP	PRMT1 FP inh	LEDGF integ inh	HTRA1 inhibitor	UHRF1 MBD2 ctr	PG9 binder	rCAG RNA binder
COc1ccc(-c2c(C(C)=O)c(C)nc3sc4c(=N)n(N)cnc4c23)cc1
→ 0	0	-3	-7	1	1	0	1	-0.5	6
CCCCNC(=O)C1CCN(S(=O)(=O)N2CCCCCC2)CC1
→ -1	-3	6	2	0	-1	0	0	1.9	-7

# Complete entries, looked up by structure. Order of values: Rev-erbA mod	MBD2 inh	TCR CD3 inh	mABHD4 FP	PRMT1 FP inh	LEDGF integ inh	HTRA1 inhibitor	UHRF1 MBD2 ctr	PG9 binder	rCAG RNA binder
# `O=C(O)CCC(=O)N(Cc1cccnc1)Cc1cccc(F)c1` is listed as 1	-8	8	-13	-2	6	5	1	-2.8	3
# `Cc1cc2nc(SCCOC(=O)Nc3ccccc3)nc(C)c2cc1C` is listed as -7	3	4	-26	-2	-4	-74	1	-0.1	2
# `Cc1cc(NC(=O)c2cc(C(C)C)on2)nn1Cc1ccc(Cl)cc1` is listed as -2	-3	6	-3	-4	4	-39	-1	-1.1	1
# `Cc1ccc(CCNC(=O)C2CCCN(C(=O)N(C)C)C2)cc1` (stereo not given) is listed as 1	2	6	2	0	1	-3	10	-0.6	-3

# Remaining list, next part:
SMILES,Rev-erbA mod,MBD2 inh,TCR CD3 inh,mABHD4 FP,PRMT1 FP inh,LEDGF integ inh,HTRA1 inhibitor,UHRF1 MBD2 ctr,PG9 binder,rCAG RNA binder
O=C(N/N=C/c1cccc2ccccc12)c1cccc(F)c1,0,-2,1,-10,-7,4,-35,-1,-3.7,5
NC(=O)C1CCN(C2CC(=O)N(Cc3cccs3)C2=O)CC1 (stereo not given),-11,3,-2,7,74*,-4,12,2,-0.7,-2
COC(=O)c1cc(NC(=O)CC2SCCNC2=O)cc(C(=O)OC)c1 (stereo not given),2,-4,3,3,3,0,-7,-1,-1.2,-4
COc1cccc(-c2cc(C(=O)N3CCN(c4ccc(F)cc4)CC3)no2)c1,0,0,2,7,-4,2,-4,-1,-3.1,0
Cc1ccc(NC(=O)C2C3CCC(O3)C2C(=O)O)c(Br)c1 (stereo not given),5,-1,2,5,5,1,6,2,1.4,-2
O=C(c1ccco1)N1CCN(C(=S)Nc2ccc(F)c(Cl)c2)CC1,-2,2,2,0,0,-1,6,0,0.0,-1
O=C(NCC1CC1)c1onc(CSc2ccncc2)c1C(=O)NCC1CC1,7,1,2,-2,-1,1,-6,0,-1.7,-4
O=C(Oc1coc(CSc2ncccn2)cc1=O)c1ccc(Br)o1,0,-1,1,5,0,1,-1,0,-3.2,-2
Cn1cc([N+](=O)[O-])c(C(=O)Nc2sc3c(c2C#N)CCC3)n1,4,-2,1,0,2,-7,5,8,-2.3,7
COc1c(C)cc(S(=O)(=O)N2CCCC2)c(C)c1C,2,-2,-5,3,-5,2,-3,-4,3.1,-1
O=C(CCC1CCCC1)NNC(=O)c1cccc(Cl)c1,0,2,-4,-2,0,-1,0,-3,1.9,-4
O=C(CSc1nc2ccccc2c(=O)n1-c1ccccc1)NC(=O)CN1CCCC1=O,-7,-4,-3,3,1,3,8,3,-1.3,1
O=C(O)Cc1cc(=O)[nH]n(-c2ccccc2)c1=O,3,8,-8,-9,7,-1,-5,2,2.3,1
O=C(O)c1ccccc1SSc1ccccc1C(=O)O,0,-6,3,1,8,2,3,2,-1.0,5
Cc1nnc(N2C(=O)C(O)=C(C(=O)c3ccco3)C2c2cccc3ccccc23)s1 (stereo not given),-1,6,-3,14,14,-2,3,5,0.4,18
CCCCN(CCCC)Cc1ccc(C(=O)NNC(=O)Nc2ccccc2)o1,3,4,2,3,-1,0,3,-2,-0.8,-5

# Bioassay records as filed in PubChem.
